# Bioassay records (PubChem BioAssay)
# IL1B secr inh: qHTS for Inhibitors of Inflammasome Signaling: IL-1-beta AlphaLISA Primary Screen. THP-1 LPS/ATP IL-1B secretion, AlphaLISA, 16 h; active compounds read low. activity change, % at 57.5 µM. actives 4.7% (n = 360,000); in the data active = activity change below about -50%; inconclusive = mostly about -30% to -49%; note: % is set by controls: 0 for no effect and ±100 for the full control effect
#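 Secreted IL-1B measured by AlphaLISA bead assay after 16 h compound exposure of THP-1 cells; compounds (final up to 57.5 uM) added 1 h before LPS (250 ng/mL) and ATP (1.25 mM) stimulation; lower signal means less secretion.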
# ATXN2 expr inh: Primary qHTS for Inhibitors of ATXN expression. HEK-293 ATXN2-luciferase reporter, luminescence, 24 h. Potency, µM (top dose mostly 57 µM), for the others: top-dose activity change, negative = inhibition, actives largely listed as inhibitors. actives 0.72% (n = 360,000). AID 1745845, 2022; note: potency is the fitted concentration of half-maximal effect; % is set by controls: 0 for no effect and ±100 for the full control effect; nearly all actives have a fitted effect of over 55% in size
#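 ATXN2-luciferase reporter cells (luciferase flanked by upstream and downstream ATXN2 gene portions) were treated 24 h at 37 °C with compounds at up to 57 uM. SteadyGlo luminescence gave expression; GF-AFC fluorescence gave viability.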
# MCF10A rerep: A quantitative high throughput screen for small molecules that induce DNA re-replication in MCF 10a normal breast cells; AID 624296, 2012; MCF 10A DNA re-replication, Hoechst nuclear intensity, 48 h; Potency, µM (titrated, usually from 46.1 µM), inactives show at the highest dose activity, positive = re-replication, actives largely listed as activators; actives 2.9% (n = 350,000); note: potency is the fitted concentration of half-maximal effect; % of control where 0% means no effect; nearly all actives have a fitted effect of over 50% in size
# HT1080-NT tox: qHTS for induction of synthetic lethality in tumor cells producing 2HG: qHTS for the HT-1080-NT fibrosarcoma cell line; HT-1080-NT fibrosarcoma viability, CellTiter-Glo ATP luminescence, 48 h; Potency, µM (top dose mostly 46.1 µM), without a hit: top-dose activity, negative = less viability, hits mostly cytotoxic; actives 1.6% (n = 360,000);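 note: NT is the 2HG producing partner of a matched IDH1 knockdown line; potency is the fitted concentration of half-maximal effect; 0% = DMSO-treated cells and -100% = media-only wells without cells; nearly all actives have a fitted effect of over 55% in size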
#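 A 48-hour cytotoxicity screen used HT-1080-NT cells plated 2 hours before compound delivery. ATP-based CellTiter-Glo luminescence measured viability, normalized to DMSO and no-cell controls.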
# WRN inhibitor: qHTS for Inhibitors of WRN Helicase; Bifunctional 3'-5' exonuclease/ATP-dependent helicase WRN (Homo sapiens), Q14191; WRN helicase unwinding, fluorescent forked duplex, kinetic; Potency, µM (doses to about 114 µM), for inactives: at the highest dose activity change, negative = inhibition, hits mostly inhibitors; actives 0.46% (n = 360,000); AID 651768, 2012; note: potency is the fitted concentration of half-maximal effect; % is set by controls: 0 for no effect and ±100 for the full control effect; nearly all actives have a fitted effect of over 55% in size
# Target sequence (Q14191 whole entry, looked up): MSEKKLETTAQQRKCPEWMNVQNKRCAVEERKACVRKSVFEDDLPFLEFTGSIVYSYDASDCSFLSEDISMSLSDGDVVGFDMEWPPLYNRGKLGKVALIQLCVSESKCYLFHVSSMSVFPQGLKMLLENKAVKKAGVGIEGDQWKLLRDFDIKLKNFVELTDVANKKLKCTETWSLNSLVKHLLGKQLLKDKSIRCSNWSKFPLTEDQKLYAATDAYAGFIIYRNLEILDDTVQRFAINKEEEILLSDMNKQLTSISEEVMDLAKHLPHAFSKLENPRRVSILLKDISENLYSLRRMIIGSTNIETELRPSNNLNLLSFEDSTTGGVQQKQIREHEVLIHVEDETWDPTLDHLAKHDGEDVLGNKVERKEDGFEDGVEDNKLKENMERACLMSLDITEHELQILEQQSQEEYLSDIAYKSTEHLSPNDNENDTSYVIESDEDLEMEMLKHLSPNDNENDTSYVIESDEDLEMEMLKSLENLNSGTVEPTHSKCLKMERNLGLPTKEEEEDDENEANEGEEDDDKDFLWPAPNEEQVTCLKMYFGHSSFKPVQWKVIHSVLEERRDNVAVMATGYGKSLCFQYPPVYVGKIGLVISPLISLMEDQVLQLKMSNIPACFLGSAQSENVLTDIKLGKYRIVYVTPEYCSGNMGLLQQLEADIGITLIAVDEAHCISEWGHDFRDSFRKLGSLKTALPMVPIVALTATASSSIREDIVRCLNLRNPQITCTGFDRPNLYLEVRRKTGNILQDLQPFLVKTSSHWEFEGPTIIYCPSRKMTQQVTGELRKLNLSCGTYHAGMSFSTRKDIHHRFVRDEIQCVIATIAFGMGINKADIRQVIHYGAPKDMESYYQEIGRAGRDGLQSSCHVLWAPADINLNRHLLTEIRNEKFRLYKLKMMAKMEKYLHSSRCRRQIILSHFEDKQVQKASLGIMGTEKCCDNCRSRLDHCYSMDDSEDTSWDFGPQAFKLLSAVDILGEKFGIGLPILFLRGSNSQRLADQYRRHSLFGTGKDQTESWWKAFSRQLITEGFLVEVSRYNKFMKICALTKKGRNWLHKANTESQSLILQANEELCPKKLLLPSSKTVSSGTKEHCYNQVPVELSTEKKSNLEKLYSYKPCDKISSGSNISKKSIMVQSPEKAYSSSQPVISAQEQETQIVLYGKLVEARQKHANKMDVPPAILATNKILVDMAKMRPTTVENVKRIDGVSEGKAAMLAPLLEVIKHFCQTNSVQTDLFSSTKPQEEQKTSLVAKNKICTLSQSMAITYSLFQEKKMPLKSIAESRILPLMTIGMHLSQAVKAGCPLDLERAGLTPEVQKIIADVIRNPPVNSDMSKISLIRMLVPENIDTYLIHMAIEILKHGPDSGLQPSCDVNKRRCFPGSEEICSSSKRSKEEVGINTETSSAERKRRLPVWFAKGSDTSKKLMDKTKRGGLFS
#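 Enzyme (20 nM final) and test compound sit together 15 min at room temperature before substrate addition. Substrate is a single-forked duplex oligonucleotide (100 nM) labelled with fluorophore and quencher, with 2 mM ATP; helicase unwinding raises red fluorescence, read kinetically.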
# KB-V1 MDR tox: qHTS assay for MDR1-selective chemotherapeutics: Primary screen using the drug-selected MDR subline cells KB-V1 | KB-V1 MDR cells viability, CellTiter-Glo, 72 h | Potency, µM (series often up to 46.1 µM), for the others: top-dose activity change, negative = cytotoxicity, actives largely listed as cytotoxic | actives 3.4% (n = 400,000); note: potency is the fitted concentration of half-maximal effect; % is set by controls: 0 for no effect and ±100 for the full control effect; nearly all actives have a fitted effect of over 60% in size
#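 KB-V1 cells (P-gp-expressing MDR subline of KB-3-1) in phenol-red-free DMEM with 10% FBS were exposed to library compounds over a concentration series for 72 h at 37 degrees C. Viability read by CellTiter-Glo luminescence; concentration-effect curves fitted after normalization.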
# HT1080 IDH1KD tx: qHTS for induction of synthetic lethality in tumor cells producing 2HG: qHTS for the HT-1080-IDH1KD cell line | HT-1080 IDH1 knockdown viability, ATP luminescence, 48 h | Potency, µM (top dose mostly 46.1 µM), for the others: at the highest dose activity, negative = toxicity, most hits filed as cytotoxic | actives 2% (n = 360,000);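 note: potency is the fitted concentration of half-maximal effect; 0% = DMSO wells and -100% = cell-free medium wells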
#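 Assay cells: HT-1080 with IDH1 knockdown, 750 per well, RPMI/5% FBS. Exposure: 48 h at 37 °C following 2 h pre-incubation. Read: CellTiter-Glo luminescence; fitted concentration-response, curve class assigned.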
# KB-3-1 cytotox: qHTS assay for MDR1-selective chemotherapeutics: Primary screen using the parental adenocarcinoma cell KB-3-1 | KB-3-1 viability, CellTiter-Glo ATP luminescence, 72 h | Potency, µM (series often up to 46.1 µM), for the others: at the highest dose activity change, negative = cytotoxic, most hits filed as cytotoxic | actives 1.4% (n = 400,000); note: potency is the fitted concentration of half-maximal effect; % is set by controls: 0 for no effect and ±100 for the full control effect; nearly all actives have a fitted effect of over 60% in size
#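 Screening of KB-3-1 cells (DMEM, 10% FBS, phenol-red free) ran from lowest to highest compound concentration; after 72 h at 37 °C viability was read luminescently and curves fitted.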
# SW480 rereplic: A quantitative high throughput screen for small molecules that induce DNA re-replication in SW480 colon adenocarcinoma cells. AID 624297, 2012. Potency, µM (titrated, usually from 46.1 µM), inactives show at the top dose re-replication activation, most hits filed as activators. SW480 DNA re-replication, Hoechst DNA content imaging, 48 h. actives 1.8% (n = 340,000); note: potency is the fitted concentration of half-maximal effect; % of control where 0% means no effect; nearly all actives have a fitted effect of over 55% in size
#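 Quantitative HTS format with DMSO vehicle controls; 48 hr drug incubation at 37 C, then 40 min Hoechst staining and scanning imager measurement at 405 nm excitation.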
# Numbers without * were called inactive; ? = inconclusive; nt = no result given; & = joins results of further samples; [ ] = another dose, or the depositor's remark. Unless noted, calls come from the whole dose curve; as a rule, active = well fitted curve in the direction sought with a large enough effect; inconclusive = small, poorly fitted or top-dose-only effect, or another doubt; inactive = no such curve, though single readings can be large; an effect the other way counts as inactive or inconclusive.
SMILES,IL1B secr inh,ATXN2 expr inh,MCF10A rerep,HT1080-NT tox,WRN inhibitor,KB-V1 MDR tox,HT1080 IDH1KD tx,KB-3-1 cytotox,SW480 rereplic
O=C(NCc1cccc(F)c1)C1CCN(C(=O)c2sccc2-n2cccc2)CC1,3.7,nt,-0.8%,3.6%,10.9%,-0.6%,2.1%,-2.0%,-7.2%
Cc1cccc(N=C2NC(=O)/C(=C/C=C/c3ccco3)S2)c1,-9.7,-2.9%,?,-12.4%,?,?,-27.9%,?,?
Cc1noc(C)c1S(=O)(=O)N1CCN(Cc2ccc3c(c2)OCO3)CC1,-0.3,-0.9%,12.8%,10.7%,-3.5%,13.7%,0.9%,3.5%,-2.2%
COc1cc(SC#N)ccc1N=Cc1c(C)[nH]n(-c2ccc(Cl)cc2)c1=O,?,-34.1%,3.6%,-14.6%,8.0%,0.0%,-9.3%,?,2.0%
Cc1ccc(C(=O)O)cc1-n1c(=O)n(Cc2ccccc2)c(=O)c2[nH]cnc21,10.9,-15.2%,-21.9%,19.7%,1.3%,0.0%,18.0%,15.8%,-8.7%
O=C(CSc1nccc(-c2cccs2)n1)Nc1ccccc1,?,nt,0.2%,0.3%,3.9%,?,-0.7%,-1.5%,27.7%
Cc1c(C(c2cccc(O)c2)c2c(C)n(C)n(-c3ccccc3)c2=O)c(=O)n(-c2ccccc2)n1C,17.1,2.8%,6.9%,3.1%,-18.8%[57.1 µM],5.9%,0.4%,0.0%,-6.0%
CCCCOC(=O)Nc1ccc(S(=O)(=O)Nc2cc(C)nc(C)n2)cc1,39.0,1.7%,-2.2%,1.2%,-1.3%,7.9%,0.4%,-3.1%,3.7%
Cc1nn(Cc2ccc(F)cc2)c(C)c1NC(=O)c1cnn2c1NC(c1ccccc1)CC2C(F)(F)F (centres undefined),-8.5,-0.4%,-2.0%,9.9%[9.24 µM],-6.6%,10.8%,-1.5%,1.9%,0.4%
NC(=O)c1ccsc1NC(=O)c1ccco1,-29.9,4.4%,-10.2%,3.4%,-5.2%,3.4%,-6.8%,0.5%,-1.8%
CCN(CC)c1ncnc2c1ncn2[C@H]1CN(Cc2ccncc2)C[C@@H](CO)O1,10.0,2.9%,nt,-2.6%,-0.5%,0.5%,-14.9%,0.0%,nt
COc1cc(Br)cc(C2C3=C(CCCC3=O)N(c3ccc(F)cc3)C3=C2C(=O)CCC3)c1O,?,?,?,-0.2%,11.6%,?,-2.1%,?,?
CCc1ccc(NC(=O)C2C3/C=C\CCCCC32)cc1 (centres undefined),-13.2,7.3%,?,-14.2%,-8.3%,-12.7%,-22.2%,-18.4%,1.4%
CCN1CCN(C(=O)C(C)Nc2cc(Cl)c(OC)cc2OC)CC1 (centres undefined),0.0,nt,-2.2%,11.7%,1.7%,-22.4%,3.8%,5.6%,-5.0%
Cc1cc(C)n(-c2nc3c(c(=O)[nH]c(=O)n3C)n2CC(O)COc2ccccc2C)n1 (centres undefined),5.8,2.6%,5.8%,0.1%,-12.3%,?,-12.4%,2.0%,-4.5%
Cc1c(C(=O)NCc2ccc3c(c2)OCO3)oc2ccc(Br)cc12,-8.3,53.6%[activator],?,?,-3.5%,?,?,?,-1.2%
CCOC(=O)N1CCN(C(=O)CSCC(=O)Nc2nc(-c3ccccc3)cs2)CC1,-7.9,-2.6%,7.3%,-7.2%,-3.9%,16.4µM*,-15.3%,-2.7%,-2.5%
COCCCNC(=O)C[C@@H]1C[C@@]2(C(=O)OC)CCCCC=C2N(CCC2=CCCCC2)C1=O,1.0,-20.8%,nt,0.1%,7.4%,10.1%,-7.8%,8.1%,nt
CCCC(=O)NC(Nc1ccc(S(=O)(=O)Nc2cc(C)on2)cc1)(C(F)(F)F)C(F)(F)F,0.7,10.2%,-5.6%,9.5%,11.5%,0.0%,3.3%,6.3%,3.8%
CCOC(=O)C1CCN(C(=O)CSc2ccccc2Cl)CC1,36.5,6.0%,-3.0%,2.1%,-3.2%,?,-0.1%,0.3%,-2.7%
O=C(NC1CCCC1)C(=O)N(Cc1cccnc1)C(C(=O)NCC1CCCO1)c1ccco1 (centres undefined),11.4,-22.5%,-14.2%,21.3%,-9.6%,7.4%,9.1%,0.0%,-20.8%
Cc1cc(Nc2ccccc2F)n2nc(C)nc2n1,-6.3,-0.8%,4.0%,7.7%,-4.6%,11.8%,-5.6%,0.0%,-5.4%
Cc1c(N2C(=O)/C(=C\c3ccc(N(C)C)cc3)N(C)C2=S)c(=O)n(-c2ccccc2)n1C,-11.9,2.3%,0.6%,-13.0%,?,2.3%,-14.6%,-4.2%,-9.7%
CCOC(=O)c1c(NC(=O)c2c(C(=O)O)cccc2[N+](=O)[O-])sc(C)c1C,9.6,9.7%,-0.5%,11.3%,-0.5%,11.4%,6.0%,8.8%,-10.4%
Cc1nc(-c2ccc(F)cc2)c(CC(=O)N(C)CC(=O)Nc2ccccc2Cl)s1,0.0,-4.3%,1.2%,0.3%,-0.7%,3.66µM*,-12.0%,1.5%,-3.2%

# The list goes on; it opens with the three that closed the last part.
SMILES,IL1B secr inh,ATXN2 expr inh,MCF10A rerep,HT1080-NT tox,WRN inhibitor,KB-V1 MDR tox,HT1080 IDH1KD tx,KB-3-1 cytotox,SW480 rereplic
Cc1c(N2C(=O)/C(=C\c3ccc(N(C)C)cc3)N(C)C2=S)c(=O)n(-c2ccccc2)n1C,-11.9,2.3%,0.6%,-13.0%,?,2.3%,-14.6%,-4.2%,-9.7%
CCOC(=O)c1c(NC(=O)c2c(C(=O)O)cccc2[N+](=O)[O-])sc(C)c1C,9.6,9.7%,-0.5%,11.3%,-0.5%,11.4%,6.0%,8.8%,-10.4%
Cc1nc(-c2ccc(F)cc2)c(CC(=O)N(C)CC(=O)Nc2ccccc2Cl)s1,0.0,-4.3%,1.2%,0.3%,-0.7%,3.66µM*,-12.0%,1.5%,-3.2%
CCOC(=O)c1cc(=O)n2[nH]c(-c3ccc(C)cc3)cc2n1,14.3,18.7%,3.7%,3.5%,6.3%,-5.2%,3.8%,-6.1%,-0.6%
Cn1cc(C(=O)NCc2ccc(F)cc2)c(=O)c2cc(S(=O)(=O)N3CCCCC3)ccc21,?,-0.4%&-13.8%,?,-0.3%,?,?,-4.3%,-1.5%&4.4%,-0.7%
CSc1nnc(C)c(/C=C/NOCc2cccc(F)c2)n1,-3.4,0.0%,19.8%,-4.6%,5.5%,-8.4%,-6.8%,-1.7%,1.7%
COC(=O)c1c(C(=O)OC)c(-c2ccccc2)n2c1CS(=O)C2 (centres undefined),29.1,-1.2%,?,-2.2%,-6.1%,15.9%,-6.4%,3.6%,1.8%
CCn1c(SCC(=O)NC2CCCCC2)nnc1-c1ccccn1,-9.3,-8.8%,22.9%,7.3%,0.3%,-6.3%,5.7%,3.1%,-2.1%
CCOc1ccc(CCNC(=O)Cc2ccc(NC3=NC4CS(=O)(=O)CC4S3)cc2)cc1 (centres undefined),-14.9,-14.3%,-1.2%,-0.4%,5.2%,2.5%,0.9%,-8.1%,-2.7%
Cc1cc(NC(=O)C(Cl)Cl)cc2c1OCO2,-7.6,1.8%,-28.0%,2.8%,3.9%,-9.4%,-3.5%,0.2%,-5.4%
COc1cc2cnc(-c3ccsc3)c(-c3ccc(F)cc3)c2cc1OC,-14.1,2.2%,?,-2.7%,0.2%,-18.0%,-1.3%,-7.9%,0.5%
Cc1ccc(-c2nnn(CC(=O)N(CC(=O)NC(C)C)c3cnc4ccccc4c3)n2)o1,-5.3,-3.3%,-11.6%,-3.4%,4.1%,-1.3%,14.0%,12.2%,-11.9%
Cc1ccc(-c2noc(-c3ccno3)n2)cc1,7.2,46.7%[activator],-3.5%,27.3%,6.9%,21.4%,16.9%,0.5%,?
Cc1onc(-c2ccccc2)c1CNS(=O)(=O)c1cccc(Cl)c1,-6.3,0.1%,0.2%,-5.2%,-23.8%,0.0%,-11.9%,-24.6%,-0.7%
N#C/C(=C\c1ccc(O)c([N+](=O)[O-])c1)c1nc2ccccc2s1,30.6,-30.7%,?,?,31.6µM*,?,?,-27.1%,28.1%
C#CCNc1nc(CC)nc2c1nnn2Cc1ccccc1F,-1.6,6.9%,0.6%,-27.2%,5.9%,0.0%,-20.4%,5.1%,-12.0%
Fc1ccc(N2N=C(c3cccs3)CC2c2ccccc2)cc1 (centres undefined),9.2,5.6%,2.59µM*,-13.6%,-5.0%,-21.6%,-13.4%,9.9%,5.8µM*
COc1cccc(CNC(=O)CCc2ccc(OC)c(OC)c2)c1,3.8,-7.0%,-6.0%,-2.9%,-5.2%,-1.8%,-1.6%,-7.3%,-1.2%
CCN1N=C(c2ccccc2)CCC1=O,-15.5,4.8%,-9.6%,-3.2%,6.6%,1.6%,2.3%,17.5%,0.1%
Cc1ccc(S(=O)(=O)N2CCCCC2)cc1NC(=O)COC(=O)C1CC2C=CC1C2 (centres undefined),-7.4,-27.1%,2.0%,-0.1%,5.5%,-3.4%,1.9%,-3.5%,-4.3%
O=C(COc1c(Br)cc(Br)cc1Br)N/N=C/c1ccco1,0.0,-9.5%,?,-14.9%,-2.5%,-15.6%,-25.7%,-2.7%,13.0%
Cc1ccc(-c2csc(NC(=O)c3ccccc3F)c2C(=O)O)cc1,-19.7,nt,1.4%,-28.3%,-14.5%,-8.4%,-9.1%,-17.6%,-14.5%
